Compound activity: PubChem BioAssay, National Center for Advancing Translational Sciences (NCATS)
CXXC DNA block = blocks binding of human MLL CXXC domain to DNA; Potency, µM (series often up to 115 µM), for inactives: at the highest dose activity change, negative = inhibition, usual class: inhibitors; MLL-CXXC / FITC-HOXA9 DNA fluorescence polarization; Q03164; AID 2662; actives 0.037% (n = 290,000); active = well fitted inhibition curve with a large enough effect in the polarisation, with a control signal flat, not every such curve was filed as active; inconclusive = small, poorly fitted or top-dose-only effect, or effect the other way, or a change in a side signal; inactive = no such curve, though single readings can be large or run the other way; the % refers to the polarisation; also: potency is read from the fitted curve at half-maximal effect
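Purified MLL-CXXC (added from a 7 uM solution) was preincubated 5 min at ambient with pinned compounds in 50 mM Tris-HCl pH 7.5, 50 mM NaCl, 1 mM DTT, 0.05% BSA. Fluorescein-labeled HOX-A9 DNA (50 nM solution) followed, 30 min, then polarization read.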
a7 integrin act = activates integrin-mediated alleviation for muscular dystrophy; actives 0.064% (n = 350,000); alpha7betagal myoblasts, beta-gal FDG fluorescence, 48 h; AID 624291; Potency, µM (series often up to 38.3 µM), inactives show at the highest dose activation, hits mostly activators;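 also: potency is read from the fitted curve at half-maximal effect; 100% = response of the positive control SU9516; nearly all actives have a fitted effect of over 60% in size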
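alpha7betagal+/- myoblasts (passage 13, 250/well) treated 48 h at 37C with compounds at 1:260 dilution of DMSO stock. Lysed, then beta-galactosidase activity read as FDG fluorescence (ex 480/em 540) after 30 min, with pre-read for autofluorescence.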
S-ASM inh = blocks human secretory acid sphingomyelinase. P17405. placental ASM, HMU-PC fluorogenic substrate, 60 min. Potency, µM (doses to about 57.5 µM), for inactives: top-dose activity change, negative = inhibition, most hits filed as inhibitors. actives 0.006% (n = 340,000); also: potency is read from the fitted curve at half-maximal effect
Target sequence (P17405 47-631 limits assumed): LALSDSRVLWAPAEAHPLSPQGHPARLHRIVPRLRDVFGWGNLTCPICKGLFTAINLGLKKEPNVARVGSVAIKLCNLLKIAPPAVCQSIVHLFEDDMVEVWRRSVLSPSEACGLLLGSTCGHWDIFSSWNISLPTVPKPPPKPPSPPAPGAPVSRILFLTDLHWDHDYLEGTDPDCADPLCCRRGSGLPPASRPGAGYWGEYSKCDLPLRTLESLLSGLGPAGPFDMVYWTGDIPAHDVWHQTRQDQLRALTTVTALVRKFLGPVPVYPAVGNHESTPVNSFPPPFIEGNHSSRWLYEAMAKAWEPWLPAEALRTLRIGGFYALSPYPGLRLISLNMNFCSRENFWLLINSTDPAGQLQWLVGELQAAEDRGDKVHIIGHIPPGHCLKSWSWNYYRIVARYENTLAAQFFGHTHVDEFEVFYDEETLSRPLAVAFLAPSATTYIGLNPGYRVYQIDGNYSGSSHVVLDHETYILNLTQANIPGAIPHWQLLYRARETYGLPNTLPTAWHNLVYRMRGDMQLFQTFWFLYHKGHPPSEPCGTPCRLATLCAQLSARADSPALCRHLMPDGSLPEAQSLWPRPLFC
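Steps: dispense placental human ASM, pin compound, wait 10 min at room temperature, add HMU-PC0 substrate at 9 uM final, incubate 60 min at 37 °C, add stop solution raising pH to 10, read fluorescence.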
PTAP TSG101 blk = blocks PTAP/TSG101 interaction to inhibit HIV-1 budding | Potency, µM (titrated, usually from 115 µM), for the others: at the highest dose activity change, negative = inhibition, usual class: inhibitors | AID 493005 | 340,000 tested, under 10 active | Fluorescence polarization, FITC-PTAP peptide / Tsg101 binding | Q99816; active = well fitted inhibition curve with a large enough effect in the main read-out, with a control signal flat, not every such curve was filed as active; inconclusive = small, poorly fitted or top-dose-only effect, or effect the other way, or a change in a side signal; inactive = no such curve, though single readings can be large or run the other way; also: potency is read from the fitted curve at half-maximal effect; % of control where 0% means no effect
Target sequence (Q99816 whole entry, looked up): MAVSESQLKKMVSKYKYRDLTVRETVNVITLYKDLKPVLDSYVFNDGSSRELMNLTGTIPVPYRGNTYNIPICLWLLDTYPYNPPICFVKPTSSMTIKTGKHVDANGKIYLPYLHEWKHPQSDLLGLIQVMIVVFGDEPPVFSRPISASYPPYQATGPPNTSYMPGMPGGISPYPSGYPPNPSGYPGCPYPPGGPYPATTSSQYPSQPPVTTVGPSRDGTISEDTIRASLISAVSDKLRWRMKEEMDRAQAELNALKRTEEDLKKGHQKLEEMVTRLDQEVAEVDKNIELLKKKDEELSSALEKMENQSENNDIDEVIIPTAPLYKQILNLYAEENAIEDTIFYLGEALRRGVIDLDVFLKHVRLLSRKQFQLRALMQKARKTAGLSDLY
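Fluorescence anisotropy tracks displacement of a FITC-tagged PTAP peptide (50 nM) from the Tsg101 binding domain (10 uM), following a 20 min room-temperature incubation at pH 7.5.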
Mito fusion yeast = mitochondrial division inhibition or fusion activation; AID 485298; Potency, µM (titrated, usually from 46.1 µM), for inactives: top-dose growth rescue (activation), hits mostly activators; S. cerevisiae fusion-defective mutant growth rescue, CellTiterGlo 48 h; actives 0.23% (n = 320,000);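 also: potency is read from the fitted curve at half-maximal effect; % of control where 0% means no effect; nearly all actives have a fitted effect of over 45% in size; temperature-sensitive fusion mutants such as fzo1-1 at 37 °C on non-fermentable ethanol glycerol medium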
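Read-out: ATP-based luminescence (CellTiterGlo, 10 min ambient) reporting growth of fusion-defective ts yeast after 48 hours at 37C on glycerol/ethanol YPEG medium in the presence of compound.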
Menin-MLL TR inh = displaces Texas Red mutant MLL peptide from human menin; actives 0.23% (n = 270,000); Potency, µM (titrated, usually from 61.6 µM), for inactives: top-dose FP activity change, negative = inhibition, hits mostly inhibitors; O00255; Menin + Texas Red MLL mutant peptide, fluorescence polarization; active = well fitted inhibition curve with a large enough effect in the polarisation, with a control signal flat, not every such curve was filed as active; inconclusive = small, poorly fitted or top-dose-only effect, or effect the other way, or a change in a side signal; inactive = no such curve, though single readings can be large or run the other way; the % refers to the polarisation; also: potency is read from the fitted curve at half-maximal effect; % of control where 0% means no effect; many of its hits are not listed in these tables
A-T KAP1 phos = potential ataxia-telangiectasia treatments restoring KAP-1 phosphorylation; […] A-T fibroblasts, KAP-1 phosphorylation AlphaLISA; neocarzinostatin DNA damage 30 min before lysis; Potency, µM (titrated, usually from 57.5 µM), without a hit: top-dose activation, usual class: activators; actives 0.19% (n = 320,000); AID 485349; also: potency is read from the fitted curve at half-maximal effect; % of control where 0% means no effect; nearly all actives have a fitted effect of over 45% in size
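hTERT-immortalized A-T patient fibroblasts ([…]), 500 cells/well in OPTI-MEM, 1% FBS, got compounds for 60 min, then NCS for 30 min at 37C. Lysates were then assayed for phospho-KAP-1 by AlphaLISA (anti-pKAP1 donor, anti-KAP1 acceptor beads), 6 hr at 25C.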
TSHR antagonist = antagonists of human thyroid stimulating hormone receptor | P16473 | actives 0.2% (n = 330,000) | TSHR-expressing cells, TSH-stimulated cAMP HTRF, 2 h; stronger effect = lower value | activity change, negative = inhibition, % at 11.5 µM;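 active = activity change below a set negative limit, meaning inhibition stronger than a set level, cut at about -70% in these data; inconclusive = activity change between two set negative limits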; also: % is scaled to controls: 0 for no effect and ±100 for the full control effect
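Read-out is FRET at 665 nm (cryptate excitation 337 nm) from a cryptate-tagged anti-cAMP antibody, competed by cell cAMP against cAMP-d2. Compounds are tested on freshly harvested TSHR cells challenged with 4nM TSH (EC80) for 2 hours at 37 deg C.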
MBNL1-CUG inh = blocks human MBNL1 binding to CUG repeat RNA | AID 2675 | Q9NR56 | Potency, µM (highest dose often 57.5 µM), for the others: at the highest dose activity change, negative = inhibition, actives largely listed as inhibitors | TR-FRET MBNL1-His/biotin-(CUG)12 binding, 665/545 ratio | actives 0.036% (n = 280,000); active = well fitted inhibition curve with a large enough effect in the signal ratio, with a control signal flat, not every such curve was filed as active; inconclusive = small, poorly fitted or top-dose-only effect, or effect the other way, or a change in a side signal; inactive = no such curve, though single readings can be large or run the other way; the % refers to the signal ratio; also: potency is read from the fitted curve at half-maximal effect; % is scaled to controls: 0 for no effect and ±100 for the full control effect
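Compound titration spanned 92 nM–58 uM against the MBNL1-His/biotin-(CUG)12 complex. After 60 min at room temperature with 5 nM streptavidin-XL665 and 0.055 ng/ul terbium anti-His, ratiometric 665/545 nm emission (Ex 340 nm) normalized to controls.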
TCR act = T cell receptor activation | primary human leukocytes, anti-CD3, IL-2 HTRF, 48 h | Potency, µM (titrated, usually from 9.22 µM), for the others: at the top dose activation of IL-2 secretion, hits mostly activators | 330,000 tested, under 10 active; also: % of control where 0% means no effect
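1) Mix primary human leukocytes, a-CD3 beads and compound. 2) Incubate 48 hr. 3) Add HTRF IL-2 reagents (a-IL-2-K, a-IL-2-d2).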
An asterisk follows results filed as active; ? = inconclusive; · = no result given; [ ] = remark or other dose. Unless noted, calls follow the shape of the dose curve; as a rule, active = well fitted curve in the direction sought with a large enough effect; inconclusive = small, poorly fitted or top-dose-only effect, or another doubt; inactive = no such curve, though single readings can be large; an effect the other way counts as inactive or inconclusive. An excerpt; rates above refer to the full screens.

SMILES | CXXC DNA block | a7 integrin act | S-ASM inh | PTAP TSG101 blk | Mito fusion yeast | Menin-MLL TR inh | A-T KAP1 phos | TSHR antagonist | MBNL1-CUG inh | TCR act
O=C(NCC(=O)N(c1cccc(F)c1)C(C(=O)NC1CCCC1)c1ccncc1)c1cccs1 (stereo not drawn) | 3.1% | ? | -2.4% | -4.8% | -2.8% | -3.3% | 6.4% | -6.9 | -8.4% | 1.7%
CCOC(=O)c1sc2nc(C)nc(SC(C)C(=O)NC3CC3)c2c1C (stereo not drawn) | · | ? | -0.4% | 2.5% | 1.4% | · | -9.2% | -22.8 | · | -1.6%
CCC(=O)N1c2ccc(S(=O)(=O)N3CCN(CC)CC3)cc2CC1C (stereo not drawn) | 14.1% | 14.4% | 4.0% | -2.8% | 0.4% | · | 11.5% | 0.9 | -5.5% | -4.3%
Cc1ccccc1NC(=O)/C=C/c1cccc(C(F)(F)F)c1 | -7.6% | 2.8% | -11.0% | -2.1% | 1.1% | 11.4% | 1.8% | -2.3 | -11.3% | -4.4%
Cc1ccccc1-n1ccnc1SCC(=O)O | -2.7% | 10.9% | -2.0% | -3.8% | -0.9% | 0.0% | · | -6.1 | 6.0% | -4.5%
CCOc1ccc(Nc2nc(Cc3nnc(SCC(=O)N(CC)CC)n3C)cs2)cc1 | -0.1% | 7.9% | 4.4% | -2.4% | -2.6% | -18.8% | 2.2% | 14.0 | 6.7% | 6.7%[46.1 µM]
Cc1cc(/C=C2\SC(=O)N(C)C2=O)c(C)n1-c1ccc(O)cc1 | 2.5% | -18.4% | 5.4% | -6.4% | -0.6% | ? | 1.7% | -39.6 | 15.6% | ·
Cc1cccn2cc(-c3c[nH]c4ccccc34)nc12 | -1.4% | -8.7% | 1.7% | -1.4% | -0.4% | -1.8% | -0.7% | 2.4 | 2.0% | -3.1%
CCCCN=Cc1sc2ccc(OCC)cc2c1O | -6.3% | -1.7% | 3.4% | -8.9% | -0.4% | · | 4.3% | 0.9 | ? | ·
O=C(CSCc1ccccc1)Nc1nccs1 | -0.1% | 6.8% | -1.5% | -6.8% | -7.7% | 0.5% | -4.1% | 23.0 | -3.6% | -2.5%
CSCCC(NC(=O)c1ccccc1)C(=O)NC1CC1 (stereo not drawn) | -5.4% | -0.1% | 2.7% | -3.5% | -0.6% | -17.2% | · | 12.2 | ? | -7.4%[46.1 µM]
O=C(/C=C/c1ccccc1)Oc1cccc(C(=S)N2CCOCC2)c1 | 19.8% | 8.0% | 1.7% | 0.5% | -5.0% | 3.9% | -4.7% | 2.9 | -2.2% | 2.0%
CN(C)c1ccc(C=C2C(=O)OC(C)(C(C)(C)C)OC2=O)cc1 (stereo not drawn) | -27.5% | -11.2% | -1.8% | -0.8% | 4.3% | 18.7% | 3.4% | -0.2 | -5.2% | -0.8%
CC(C)=C1C2CCC1C(C(=O)Nc1sc(C)c(-c3ccc(C(C)C)cc3)c1C(N)=O)C2C(=O)O (stereo not drawn) | 5.1% | 13.0% | -6.3% | -0.7% | ? | -3.5% | 9.9% | 3.6 | 13.7% | -3.1%[46.1 µM]
Cc1ccc(-c2nc3[nH]c(=O)cc(NC(=O)c4cccs4)n3n2)cc1 | -1.8% | -20.4% | -1.8% | 0.7% | 0.4% | · | -7.6% | -13.6 | -3.5% | -3.0%
CCN(CCCNC(=O)Cn1cc2c(n1)CCCC2)c1cccc(C)c1 | -10.3% | 6.9% | -6.1% | 0.0% | -0.3% | -13.1% | 0.3% | 2.7 | ? | -2.8%
CC(C)(C#CC(O)(c1ccccc1)c1ccccc1)N1CCCC1 | 0.7% | -27.7% | 8.0% | -4.0% | -17.0% | 0.2% | -0.1%[11.5 µM] | 0.5 | 3.5% | -5.3%
CCCc1nc2ccccc2c(=O)n1CC(=O)c1ccc(F)cc1 | 5.1% | -4.1% | 4.6% | -2.0% | 6.6% | 25.2% | -14.0% | -0.7 | -2.4% | -16.3%
CCOc1ccc(C(=O)N2CCC(C(=O)c3ccc4c(c3)OCCO4)CC2)cc1 | 12.2% | -21.6% | 1.1% | -6.8% | -2.1% | 0.2% | -2.0% | -7.0 | -7.8% | -6.4%
CCOC(=O)c1ccc(/[N+]([O-])=C/c2ccccc2)cc1 | · | -14.2% | 1.0% | -0.4% | 3.7% | · | -3.6% | 9.2 | · | -1.7%
Cc1ccc(C(=O)NCCNC(=O)COc2ccc(C)c(C)c2)cn1 | 0.6% | 1.7% | -2.1% | -0.3% | -0.6% | 10.8% | 3.5% | 4.2 | -1.4% | -8.2%
CC12CCC(=O)N1C(C(=O)NNC(=O)c1ccc(F)cc1)CS2 (stereo not drawn) | · | 4.4% | -2.7% | -2.3% | -1.0% | · | -0.5% | 17.6 | · | 15.1%
COc1ccc(-n2nnc3c(=O)n(Cc4ccccc4C)cnc32)cc1 | 0.2% | -3.0%[7.66 µM] | 5.9% | -3.0% | -6.1% | ? | 3.1% | 59.6 | -2.7% | 4.3%
Cc1cccc(C(=O)Nc2cccnc2Cl)c1 | 27.6% | 19.5% | 1.3% | 1.6% | 2.2% | 7.6% | 8.7% | 0.2 | -8.0% | 1.3%
CCN(CC(=O)NCc1ccc(Cl)cc1)C(=O)/C=C/c1ccc(C#N)cc1 | -0.8% | 0.0% | 1.3% | 1.5% | 0.1% | ? | 5.2% | -1.6 | 3.1% | 4.3%
O=C(COC(=O)c1ccccc1O)NCCc1c[nH]c2ccccc12 | · | 19.7% | -0.7% | 1.0% | · | · | 1.8% | -17.5 | · | -3.6%
Cn1c(=O)[nH]c(=O)c2c1nc(CN1CCN(c3ccccc3F)CC1)n2CC(N)=O | -2.5% | 20.1% | 6.1% | -1.7% | -1.6% | 3.1% | 2.4% | 5.9 | 4.2% | -1.7%[46.1 µM]
CC(=O)Nc1ccc(S(=O)(=O)N(C)CC(=O)Nc2ccc(Br)cc2F)cc1 | · | 18.6% | 0.0% | -3.9% | 10.9% | · | 2.9% | 11.1 | · | 1.3%
Cc1[nH]n(-c2ccc(Cl)cc2)c(=O)c1C(=O)c1ccccc1 | 0.4% | -15.9% | 0.6% | -0.6% | 4.2% | 32.1%[activator] | -3.8% | -2.3 | -6.4% | 0.3%
O=C1CCCCCN1CP(=O)(O)CN1CCCCCC1=O | -2.1% | 31.2% | -4.4% | -8.2% | 2.3% | · | -4.1% | -5.4 | -16.7% | -3.1%
O=C(Nc1cccc(S(=O)(=O)NC2=NCCC2)c1)c1cc(F)c(F)c(F)c1F | · | -23.8% | 0.3% | 2.0% | 3.9% | · | -1.3% | 1.8 | · | 4.8%
OCC[C@H]1C[C@@H](O)[C@H](O)[C@]2(OCCCc3ccccc32)O1 | · | 10.1% | 19.8% | -5.8% | -7.4% | · | 3.8% | 6.4 | · | 5.5%
CNc1nc(NC)c2cn[nH]c2n1 | · | 20.9% | 4.4% | -1.3% | · | · | · | · | · | 5.4%
Cc1ccc2c(c1)N(CCC(=O)NC(C)C)C(=O)CO2 | 4.2% | 10.9% | 0.4% | -3.3% | 0.0% | · | 3.2% | 0.0 | -7.8% | 2.4%
O=C(O)c1cn(-c2ccccc2)c(=O)c2ccccc12 | 2.1% | -0.1% | 0.6% | 0.9% | 0.3% | 4.6% | -2.3% | 2.4 | -5.4% | -10.8%
CCOC(=O)C1(Cc2ccccc2C)CCCN(C(=O)CN2C(=O)CSC2=O)C1 (stereo not drawn) | 8.6% | 11.0% | 3.4% | -1.2% | ? | -15.4% | 10.6% | 28.6 | -11.9% | -1.9%
CCc1ccc(OCC(=O)N2CC(C(=O)OC)Oc3ccccc32)cc1 (stereo not drawn) | 5.8% | 16.0% | -0.9% | -0.1% | -12.2% | -22.5% | -1.1% | -3.2 | -2.8% | -3.9%
c1ccc(C(c2ccccc2)N2CCN(Cc3nnnn3C3CCCC3)CC2)cc1 | 0.2% | -9.9% | -0.5% | -1.5% | ? | ? | 0.0% | -6.1 | -3.2% | -4.1%
Cc1ccccc1-c1nc(C#N)c(N2CCCCC2)o1 | 0.5% | -6.0% | 2.5% | -0.4% | -13.3% | ? | -3.5% | -6.8 | 1.8% | 5.8%
CCNc1c(NC(C)=O)c(=O)oc2ccccc12 | -2.5% | 16.0% | 5.7% | -0.3% | -7.0% | 2.5% | -4.3% | 20.7 | -18.4% | -4.1%[46.1 µM]
Cc1cccc(C(=O)N2CCN(c3ccccn3)CC2)c1 | 0.5% | -9.5% | 2.2% | -5.6% | -2.9% | -5.6% | -6.6% | -20.3 | -12.4% | -2.8%[46.1 µM]
